# PfHsp40 yeast: rescue of yeast from PfHsp40 toxicity, primary screen, S. cerevisiae, ATP luminescence; growth rescue, % at 12.5 µM; AID 504582, 2011; S. cerevisiae expressing PfHsp40, growth rescue; actives 0.68% (n = 340,000); in the data active means growth rescue above about 28%, passing the limit was not always enough; inconclusive means no clear call, values can overlap the other calls;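 further: yeast W303a lacking pdr1 and pdr3 grown in galactose medium; growth measured after three days at 30 °C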
# SARS 3CLpro inh: SARS-CoV 3CLpro protease inhibitors, primary screen, biochemical, quenched FRET; inhibition, % at 6 µM; recombinant SARS-CoV 3CLpro, quenched FRET peptide cleavage; actives 0.14% (n = 290,000); in the data active means inhibition above about 12%
# Yp Topo-I inh: Yersinia pestis topoisomerase I inhibitors, primary screen, biochemical, cleavage product accumulation, plate reader, single point; DNA topoisomerase I (Yersinia pestis CO92); Y. pestis Topo-I cleavage product accumulation; activity, % at 10 µM; actives 0.064% (n = 360,000); in the data active means activity above about 50%, passing the limit was not always enough; inconclusive means no clear call, values can overlap the other calls; further: inactives centre near 2
# Rv3671c protease: Rv3671c serine protease inhibitors, primary screen, biochemical, fluorescence polarization, M. tuberculosis H37Rv. P9WHR9. AID 2606, 2010. inhibition, % at 5.96 µM. actives 0.048% (n = 320,000); in the data active means inhibition above about 38%;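 further: extracellular domain of Rv3671c used as enzyme; 0% = enzyme with DMSO and 100% = no enzyme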
# BH1578 lux ind: inducers of Vibrio cholerae quorum light production without autoinducers, primary screen, BH1578 luxS cqsA deficient, single point; V. cholerae BH1578 lux reporter, luminescence, 6 h; activation, % at 18.7 µM; actives 0.16% (n = 350,000); AID 588436, 2011; in the data active means activation mostly above about 9.7%, no sharp cut-off; inconclusive means no clear call, values can overlap the other calls; inactive means mostly below about 3.7%; further: not every result past the cut was called active; inactives centre near 0; reference of the scale not given here
# PriA SSB inh: inhibitors of Klebsiella pneumoniae PriA binding to SSB C-terminal tail, primary screen, biochemical, AlphaScreen; actives 0.6% (n = 430,000); PriA–SSB C-terminal tail interaction (Klebsiella pneumoniae); inhibition, % at 33 µM; AlphaScreen SSBct-PriA binding, biotinylated peptide; in the data active means inhibition mostly above about 37%, no sharp cut-off; inactive means mostly below about 20%;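 further: plate controls were negative control peptide for no effect and reference peptide for full effect; strong numbers were not always called active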
# TcdB GH inh: TcdB glycohydrolase inhibitors, primary screen, biochemical, single point, plate reader; Toxin B (Clostridioides difficile), P18177; actives 0.24% (n = 350,000); TcdB glycohydrolase enzymatic assay; inhibition, % at 9.99 µM; in the data active means inhibition above about 10%
# Anthrax LF inh2: Bacillus anthracis LF protease inhibitors, primary screen, biochemical, multiplex microsphere, MLPCN library | inhibition, % at 10 µM | AID 588501, 2011 | actives 0.12% (n = 360,000) | Lethal factor (Bacillus anthracis), P15917 | multiplex microsphere protease cleavage assay; in the data active means inhibition above about 30%; inconclusive means no clear call, values can overlap the other calls; further: plate controls were buffer without enzyme for full effect and enzyme alone for no effect
# VHR inh abs: VHR1 phosphatase inhibitors, primary screen, biochemical, absorbance, uHTS; actives 0.52% (n = 290,000); inhibition, % at 13.3 µM; Dual specificity protein phosphatase 3 (Homo sapiens), P51452; recombinant VHR phosphatase, pNPP absorbance; in the data active means inhibition above about 50%; further: some compounds called inactive have numbers as strong as hits
# MazF activator: activators of E. coli MazEF toxin-antitoxin RNase, primary screen, biochemical, fluorescence, uHTS; AID 504720, 2011; actives 0.32% (n = 350,000); FAM/BHQ RNA-DNA oligo cleavage fluorescence, 5 h; Endoribonuclease toxin MazF (Escherichia coli (strain K12)), P0AE70; activation, % at 20 µM; in the data active means activation above about 50%
# Starred values were filed as active, the others as inactive; i = inactive; ? = inconclusive; nt = no result given; & = joins results of further samples. A portion of the library. The share of hits here may be higher or lower than overall.
canonical_smiles,Yp Topo-I inh,PriA SSB inh,VHR inh abs,SARS 3CLpro inh,Anthrax LF inh2,BH1578 lux ind,MazF activator,Rv3671c protease,PfHsp40 yeast,TcdB GH inh
CC(NC(=O)COC(=O)CSc1ccc(F)cc1)c1ccc(F)cc1 (centres undefined),-2.3,-2.8,nt,nt,?,i,-0.3,-2.5,nt,1.3
Cn1cc(S(=O)(=O)Nc2cccc3ccccc23)c(=O)n(C)c1=O,4.1,10.5,14.2,2.9,-5.5,i,3.5,0.8,1.1,-0.4
Cc1ccc2nc(C)c3c(c2c1)SCC3,-2.8,-0.1,-7.8,-3.5,nt,-0.4,3.5,-7.0,-1.6,1.3
C/C(=N\NC(=O)CCC(=O)NCc1ccccc1)c1ccc([N+](=O)[O-])cc1,-5.7,nt,nt,nt,-6.1,-5.6,2.1,2.3,-0.7,0.0
CCN(CC)N=Nc1ccc(S(=O)(=O)Nc2nc(C)cc(C)n2)cc1,-10.0&-10.6,-0.7,1.9&25.2,-2.5&-3.2,17.5&-5.2,2.0,8.6&-19.4,0.1&7.7,1.2&2.3,1.1&1.8
N#CCCCc1cc2ccccc2cn1,-0.4,-20.2,nt,nt,1.2,-0.4,8.9,4.3,-1.9,0.3
CCN(CC)CCCC(C)NC1=NCCCCC1 (centres undefined),-1.5,-7.2,6.7,0.8,-3.2,-5.6,5.9,-2.0,1.6,nt
COc1ccc(CN(C)C(=O)c2ccc(NS(=O)(=O)c3ccc4[nH]c(=O)[nH]c4c3)cc2)c(OC)c1,26.7,0.6,-5.6,-5.5,-0.5,1.1,-2.5,-12.5,1.3,-1.1
Cc1cc(NC(=O)c2ccc3c(c2)OCCO3)ccc1NC(=O)c1ccco1,-9.0,-12.8,2.0,4.6,-8.3,i,1.6,3.0,-1.6,2.6
Cc1ccc(C(=O)OCc2cn3ccccc3n2)cc1,10.0,6.4,26.3,-1.8,-2.5,3.4,3.7,-7.3,1.9,nt
O=C(Nc1ccccc1)c1ccc(NC(=O)c2cccs2)cc1,2.5,-12.6,1.2,2.4,5.0,-0.6,-3.7,-11.1,-1.2,-4.2
CCOC(=O)C1CCCN(c2c(NCCN3CCCCC3CC)c(=O)c2=O)C1 (centres undefined),-0.3,-18.6,41.8,1.2,-6.9,-0.2,0.1,-0.9,1.2,-3.9
O=C(NCC1CCOCC1)C1CCC(=O)N(Cc2cccc(C(F)(F)F)c2)C1 (centres undefined),-4.9,2.4,-36.6,8.3,0.8,-0.3,1.9,4.7,1.1,1.5
CCN(c1ccccc1)S(=O)(=O)c1cccc(C(=O)NCC(c2cccs2)N2CCOCC2)c1 (centres undefined),17.3,0.2,nt,nt,-4.5,i,-5.0,-0.2,0.5,1.2
COc1ccc(/C=C/C(=O)Oc2ccc(/C=N/NC(=O)c3ccccc3)cc2)cc1OC,19.4,nt,17.0,0.5,0.0,-0.1,-5.9,-12.3,-1.5,nt
Cn1c(N)c(C(=O)COC(=O)CCCN2C(=O)c3ccccc3C2=O)c(=O)n(C)c1=O,5.2,-5.0,9.1,4.3,-1.0,i,5.3,5.5,-1.9,nt
O=C(Nc1cccnc1)c1ccc2ccccc2c1O,-2.9,-4.0,-1.9,4.0,10.5,-1.7,11.8,-3.2,173.2*,8.6
COc1ccc(C)cc1N(C(=O)c1ccco1)C(C(=O)NC1CCCC1)c1ccc(N2CCOCC2)cc1 (centres undefined),25.5,-11.8,52.0*,-3.2,-1.6,-0.4,-4.7,-3.0,-0.4,0.9
CCOc1ccc(NC(=O)C(C)Sc2nnc(C)n2C)cc1 (centres undefined),5.2,-8.8,-18.9,2.7,-3.8,0.0,5.2,-4.9,-0.3,1.1
O=C(NCc1ccco1)c1cc(S(=O)(=O)N2CCCc3ccccc32)ccc1Cl,41.7,-10.4,22.8,-1.0,1.0,i,3.4,-11.8,2.1,nt
CN(CC(=O)Nc1ccc(Cl)cc1)C(=O)CCNC(=O)c1ccc(Cl)cc1,13.3,-1.4,nt,nt,-3.2,3.1,-2.5,-1.2,-0.5,0.4
Cc1cc(C(=O)COC(=O)c2ccc(O)cc2O)c(C)n1-c1ccc(OC(F)F)cc1,9.2,-1.0,nt,nt,-1.4,i,3.5,nt,-1.3,-1.5
CCSCCNC(=O)c1cc(-n2cnnc2)ccc1Cl,0.7,-10.9,-7.5,-2.1,-10.5,i,0.5,-3.3,-0.2,nt
CCOCCCN1C(=O)CN(C2CCCCC2)C(=O)C1c1ccc(OC)c(OC)c1 (centres undefined),-2.7,1.1,15.1,-3.8,2.8,-0.2,3.0,1.3,-1.8,1.0
Cc1cccnc1C1=NOC(Cc2ccccc2)C(=O)N1Cc1ccc(F)cc1 (centres undefined),29.5,nt,nt,nt,-3.1,-1.0,nt,nt,nt,0.6
Cc1cc(=O)[nH]c(SCC(=O)Nc2nonc2C)n1,3.7,4.1,-22.9,0.8,-4.1,-0.2,10.4,3.0,-1.9,0.5
Nc1cc(=O)[nH]c(SCC(=O)N2N=C(c3ccc4ccccc4c3)CC2c2ccccc2)n1 (centres undefined),53.0*,5.9,15.2,2.0,-1.7,-0.7,-8.0,-34.2,1.1,-6.0
CC1(C)NC(=O)N(CC(=O)OCC(=O)Nc2cc(S(=O)(=O)N3CCCCC3)ccc2Cl)C1=O,1.4,-7.9,-6.9,-7.8,-0.6,i,-0.5,-3.5,0.2,nt
COc1ccc(C(=O)n2ncc(C#N)c2N)cc1,6.7,-3.5,-5.0,2.3,3.1,0.2,6.8,nt,-0.1,1.8
COc1ccc(-c2csc(NC3=NCCCCC3)n2)cc1,-1.2,-5.0,-7.2,0.6,0.2,i,11.8,-18.1,-0.6,-0.1
CC(=O)Nc1ccc(S(=O)(=O)Nc2nnc(C3CCCCC3)s2)cc1,8.1,-10.0,14.5,2.1,3.1,0.7,6.3,0.6,-0.4,-0.7
CC(C)CC(=O)Nc1ccccc1N1CCCC1,0.6,-10.2,7.6,0.1,-1.0,-0.3,8.0,0.8,0.4,-0.4
Cc1nc(-c2ccc(Cl)cc2)sc1C1(C)CC(c2ccc(OC(F)(F)F)cc2)=NO1 (centres undefined),1.0,-3.7,-8.7,nt,-3.7,i,6.2,-9.0,-0.3,-0.2
Clc1ccc(C(c2ccccc2)c2ncc[nH]2)cc1 (centres undefined),-2.3,-14.3,-3.6,-1.7,-2.0,-0.3,6.9,3.3,-0.7,1.5
CCN(CC)C(=O)C1=C(C)N(Cc2ccc(OC)cc2)C(=O)C(CC(=O)NC2CCCC2)C1 (centres undefined),3.6,nt,nt,nt,-3.1,-0.4,-9.6,nt,nt,0.2
CCOC(=O)N1CCN(S(=O)(=O)N2CCCC(C(=O)NCCCN3CCC(C)CC3)C2)CC1 (centres undefined),10.0,-3.0,44.8,2.8,1.3,i,5.9,-3.8,-0.3,2.7
OC(COc1ccc(CNCCc2ccc(C(F)(F)F)cc2)cc1)CN1CCCCC1 (centres undefined),-7.0,-1.1,-1.3,0.9,-8.9,-0.2,6.3,5.4,0.9,2.7
CC(=O)c1cc(-c2ccc(F)cc2)n(CCC(=O)Nc2cccc(C)n2)c1C,10.6,3.8,-5.2,-1.3,-0.1,0.9,-6.3,6.1,0.9,1.6
CCOC(=O)[C@@H]1[C@H]2COc3cc(OC)ccc3[C@H]2N2C(=O)N(c3cccc(C)c3)C(=O)[C@]12C,6.7,-6.5,nt,nt,1.6,0.7,7.2,-0.3,-2.1,-0.4
COc1ccc(/C=N/NC(=O)CCC(=O)Nc2ccccc2)cc1OC,0.3,nt,-25.9,7.2,0.5,i,-9.8,-3.6,-0.5,-0.9
O=C(C1CCN(c2nc3nonc3nc2N2CCCCC2)CC1)N1CCOCC1,1.7,-14.1,-5.0,-2.6,-1.9,0.6,6.0,4.6,-1.5,0.7
COc1ccc(-c2cc3ncc(-c4ccccc4)c(N)n3n2)cc1,-6.9,-8.2,16.9,1.4,-1.5,-0.7,13.4,nt,-0.5,-0.5
CC(C)(C)OC(=O)NC(CNCc1ccccc1)Cc1ccccc1 (centres undefined),23.4,-10.8,nt,nt,-6.8,i,6.7,6.4,-0.4,2.4
COc1cc(OC)cc(C(=O)NCC(=O)Nc2ccc(-c3ccccc3)cc2)c1,-0.4,-8.9,-2.7,5.6,2.4,-4.0,0.3,-38.2,-1.4,0.9
O=C(COc1ccc2ccc(=O)oc2c1)NCCCn1ccnc1,1.9,6.0,7.3,2.6,-3.0,-0.4,8.7,-5.5,-0.9,-1.7
COc1ccc(CNC(=O)COC(=O)c2cc3ccccc3o2)cc1,5.4,-9.5,nt,nt,-1.0,1.5,1.9,nt,-0.5,2.8
C(=C\CSc1nnnn1-c1ccccc1)/CSc1nnnn1-c1ccccc1,60.2*,-25.9,25.9,2.6,-2.7,5.9,-1.0,-5.0,0.0,nt
COc1ccc2cc(C(=O)C3CCCN(C4CCOCC4)C3)ccc2c1 (centres undefined),-1.4,-4.2,47.9,-3.4,-0.6,-0.4,-5.9,2.6,0.3,1.4
CN(C)S(=O)(=O)N(CC(=O)N(Cc1ccccc1)Cc1ccccc1)c1ccccc1,19.6,-27.1,25.4,-5.5,1.2,i,3.0,-4.8,4.5,nt
O=C(CSc1nc(C(F)(F)F)cc(=O)[nH]1)NCC1CCCO1 (centres undefined),0.3,-3.0&7.0,nt,nt,5.1,i,9.6,-5.0,0.6,-0.1
CC(C)c1ccc(NC(=O)C2Cc3c(-c4ccc5c(c4)OCO5)ccnc3O2)cc1 (centres undefined),60.3*,nt,nt,nt,0.8,i,nt,nt,nt,0.7
CC(=O)Nc1cccc(Oc2ccc(-c3noc(C)n3)cc2)c1,-7.7,-1.2,10.9,-2.5,-1.1,-3.4,-13.9,2.6,-0.6,nt
NC(=O)C(c1ccccc1)C1CCCC1 (centres undefined),-1.5,-14.5,5.6,0.7,0.9,-1.2,17.0,4.0,1.5,nt
O=c1c2ccccc2nc(SCc2nc3ccccc3s2)n1Cc1ccco1,1.1,-3.0,1.9,0.0,2.7,i,-10.8,2.2,-1.1,nt
COc1ccc(OC)c(CNC(=O)C2CCCN(S(=O)(=O)N3CC(C)CC(C)C3)C2)c1 (centres undefined),27.5,-7.7,39.5,2.7,-1.2,0.5,-5.0,-0.6,-1.3,0.8
CN1CCN(C(=S)c2ccc(OCC(=O)Nc3cccc(C(F)(F)F)c3)cc2)CC1,-3.6,16.0,-3.3,-6.4,-1.3,nt,1.2,-5.0,-1.0,2.0

# Assay outcomes from PubChem BioAssay.
